# High-throughput results as filed in PubChem.
# Hsp70 activator: Hsp70 transcriptional activators, primary screen, cell-based, HeLa, Hsp70 promoter luciferase, luminescence, 10 µM; HeLa Hsp70 promoter luciferase reporter; scaled: vehicle 0, proteasome-inhibitor control 100%; activation, % at 10 µM; 200,000 compounds, 0.04% hits;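 active = activation above the mean across all tested compounds plus 3 SD, cutoff set per campaign, cut at about 5.5% in these data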;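 note: 100% = MG132 at 30 µM as the positive control and 0% = DMSO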
# STAT3 blocker: IL-6 driven STAT3 reporter inhibitors, primary screen, U3A cells, luciferase, luminescence, MLSCN library. inhibition, % at 5.5 µM. IL-6 STAT3-luciferase reporter; host cell line lacks STAT1. 190,000 compounds, 0.89% hits;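 active = inhibition above the mean inhibition across all screened compounds plus 3 SD, cut at about 44% in these data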;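 note: 0% = DMSO only wells and 100% = 100 µM nifuroxazide control wells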
# G6PDH counter: L. mesenteroides G6PDH inhibitors, counter-screen for G6PDH-coupled screening assays, biochemical, Leuconostoc mesenteroides enzyme | AID 1020, 2008 | Purified L. mesenteroides G6PDH, diaphorase/resazurin coupled fluorescence, 45 min | 200,000 compounds, 0.12% hits | glucose-6-phosphate dehydrogenase [Leuconostoc mesenteroides] | inhibition, % at 5 µM; in the data active = inhibition above about 50%
# STAT3 activator: IL-6 driven STAT3 reporter potentiators, primary screen, U3A cells, luciferase, luminescence, MLSCN library. IL-6 STAT3-luciferase reporter; 100% = signal with IL-6 EC80 alone. 190,000 compounds, 0.91% hits. activation (% of control), % at 5.6 µM;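 active = activation above the screen-wide mean of compound activation plus 3 SD, cut at about 130% in these data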;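 note: 0% = background luminescence of wells with medium and substrate only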
#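 system = STAT3-luciferase reporter U3A cells | reagent = IL-6 stimulus at 33 ng/mL final | timing = 1 h compound pre-exposure, 6 h IL-6 stimulation, 37 °C | measured by = luminescence | evaluation = % activation versus median of IL-6-stimulated wells | control set = IL-6-only wells as 100% reference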
# Diaph act CS: compounds boosting diaphorase resazurin reduction – biochemical, uHTS, resorufin fluorescence, counter-screen for diaphorase-coupled primary assays, primary screen; Diaphorase/resazurin coupled assay, 16 min; stronger effect = higher value; 1 = vehicle wells, 0 = NADH-free wells; activation factor at 20 µM; 190,000 compounds, 0.005% hits; AID 1229, 2008;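 active = diaphorase activity raised at least twofold by the compound at 20 µM; inactive = activation factor below 2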
#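 Material: Clostridium kluyveri diaphorase, purified enzyme; Quantity: enzyme 0.07 U/mL final; Medium: HEPES pH 7.4 buffer with MgCl2 and Tween 20; Dosing: single compound dose of 20 µM, 1% DMSO final; Schedule: 16 min reaction at room temperature; Measured by: red resorufin fluorescence at 544/590 nm excitation/emission.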
# APP 5UTR inh: inhibitors of APP translation via 5'UTR reporter, primary screen, APP 5'UTR luciferase, SH-SY5Y cells | SH-SY5Y APP 5'UTR-luciferase reporter, luminescence | inhibition, % at 2 µM | 190,000 compounds, 0.82% hits;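 active = inhibition above a set limit, derived from the sample mean plus 3 SD, cut at about 45% in these data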; note: values of inactives mirror those of a sister screen read the other way
# TLR4-MyD88 BLA: inhibitors of TLR4-MyD88 association in cells, primary screen, cell-based, HeLa CL3-4, BLA complementation, FRET ratio | 200,000 compounds, 0.18% hits | inhibition, % at 8.4 µM | HeLa CL3-4 TLR4/MyD88 BLA complementation | AID 861, 2007; in the data active = inhibition above about 25%;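 note: 0% = vehicle and 100% = reference inhibitor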
# Target sequence (O00206 whole entry, looked up): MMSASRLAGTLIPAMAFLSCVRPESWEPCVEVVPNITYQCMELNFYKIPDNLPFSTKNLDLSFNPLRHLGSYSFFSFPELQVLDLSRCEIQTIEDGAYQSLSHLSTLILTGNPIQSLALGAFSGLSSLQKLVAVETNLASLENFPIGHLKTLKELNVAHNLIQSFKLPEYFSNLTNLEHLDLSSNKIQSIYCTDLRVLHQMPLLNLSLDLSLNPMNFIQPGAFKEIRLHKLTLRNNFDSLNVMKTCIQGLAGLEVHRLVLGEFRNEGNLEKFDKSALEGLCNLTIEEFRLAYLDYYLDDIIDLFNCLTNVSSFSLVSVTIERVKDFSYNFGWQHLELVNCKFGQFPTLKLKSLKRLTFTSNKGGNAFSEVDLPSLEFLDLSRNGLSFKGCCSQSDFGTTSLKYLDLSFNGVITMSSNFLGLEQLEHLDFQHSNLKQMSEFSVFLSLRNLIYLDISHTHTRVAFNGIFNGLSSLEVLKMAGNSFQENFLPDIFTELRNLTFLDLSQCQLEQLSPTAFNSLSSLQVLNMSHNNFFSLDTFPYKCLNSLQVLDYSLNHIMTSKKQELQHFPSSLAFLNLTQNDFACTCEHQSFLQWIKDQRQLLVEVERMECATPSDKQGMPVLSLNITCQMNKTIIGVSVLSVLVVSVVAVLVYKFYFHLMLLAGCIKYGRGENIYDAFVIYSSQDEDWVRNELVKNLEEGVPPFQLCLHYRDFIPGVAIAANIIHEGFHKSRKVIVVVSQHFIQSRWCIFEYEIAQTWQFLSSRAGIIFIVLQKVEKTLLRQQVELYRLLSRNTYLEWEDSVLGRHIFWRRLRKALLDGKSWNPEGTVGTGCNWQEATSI
# Target sequence (Q99836 whole entry, looked up): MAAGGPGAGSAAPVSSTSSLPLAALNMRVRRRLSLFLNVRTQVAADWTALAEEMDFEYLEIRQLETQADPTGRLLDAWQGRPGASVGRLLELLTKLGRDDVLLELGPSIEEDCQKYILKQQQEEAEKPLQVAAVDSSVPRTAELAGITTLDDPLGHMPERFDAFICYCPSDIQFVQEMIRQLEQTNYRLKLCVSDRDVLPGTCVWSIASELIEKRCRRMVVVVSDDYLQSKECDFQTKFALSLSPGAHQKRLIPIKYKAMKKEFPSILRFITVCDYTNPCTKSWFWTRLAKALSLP
# Diaph inh CS: diaphorase inhibitors and chemical oxidizers, primary screen, counter-screen for diaphorase-coupled primary assays, biochemical, uHTS, resorufin fluorescence | 190,000 compounds, 0.69% hits | AID 1217, 2008 | inhibition, % at 20 µM | diaphorase resazurin-to-resorufin fluorescence, NADH, 16 min; bacterial (C. kluyveri) enzyme, not human;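 active = primary screen inhibition at 20 µM above a set limit, cut at about 50% in these data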;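 note: plate controls were DMSO with full reaction for no effect and wells lacking NADH for full effect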
#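 Assay system: diaphorase enzyme from Clostridium kluyveri; Input: enzyme working solution with 0.14 U/mL diaphorase; Timing: 16 min at room temperature; Technique: resorufin fluorescence, excitation 544 nm, emission 590 nm; Benchmarks: positive control minus NADH, DMSO neutral control.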
# STAT1 blocker: STAT1 signaling inhibitors, primary screen, cell-based, HTS, luciferase reporter; AID 920, 2007; NIH 3T3 STAT1-luciferase reporter, IFN-gamma, luminescence; 200,000 compounds, 0.35% hits; inhibition, % at 5.5 µM;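 active = inhibition above a set limit, the mean inhibition across all tested compounds plus 3 SD, cut at about 34% in these data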;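 note: 0% = IFN-gamma with DMSO and 100% = IFN-gamma with 300 µM nifuroxazide; values of inactives mirror those of a sister screen read the other way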
# STAT1 act: STAT1 signaling activators, primary screen, cell-based, HTS, luciferase reporter. NIH 3T3 STAT1-luciferase reporter, IFN-gamma, luminescence; 100% = IFN-gamma alone, no compound. activation (% of control), % at 5.5 µM. 200,000 compounds, 2.6% hits;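 active = activation above the screen-wide mean activation plus 3 SD, cut at about 130% in these data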;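 note: raw ratio to IFN-gamma control signal so 100% means no change and 0% no light; values of inactives mirror those of a sister screen read the other way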
# * hit, by the source's call; nt = not tested or not shown.
SMILES,Hsp70 activator,STAT3 blocker,G6PDH counter,STAT3 activator,Diaph act CS,APP 5UTR inh,TLR4-MyD88 BLA,Diaph inh CS,STAT1 blocker,STAT1 act
O=C(NCCCN1CCOCC1)c1cc2ccccc2oc1=O,0.3,6,0,99,0.9,-4,8,9,4,97
Cc1ccc(-n2ncc3c(NCc4ccc5c(c4)OCO5)ncnc32)c(C)c1,0.1,17,2,92,0.8,0,5,16,4,97
Cc1cc(C)n(-c2nc(-n3nc(C)cc3C)c3c4c(sc3n2)COC(C)(C)C4)n1,0.2,-1,8,103,0.8,-5,0,22,-3,103
CCC(C)COC(=O)C(C#N)c1nc2ccccc2nc1N1CCCCC1 (centres undefined),-0.1,12,8,93,0.7,-5,-2,34,8,93
Cc1nc(C/C(=N\Nc2ccccc2)c2ccc(O)cc2O)cs1,0.1,-6,1,106,0.7,5,-6,35,-9,106
Cc1cccc(NC(=O)NCC(F)(F)F)n1,0.0,7,9,94,1,-7,-11,3,4,96
Cc1cc(S(=O)(=O)Nc2ccc3c(c2)COC3=O)ccc1F,-0.1,13,9,98,1,7,3,3,4,96
CCOC(=O)c1ccc(NC(=S)N(CCCN2CCCC(C)C2)Cc2cccs2)cc1 (centres undefined),-0.5,3,-5,99,0.9,-29,-3,6,1,97
c1ccc(Nc2cccc(Nc3ccccc3)n2)cc1,0.3,7,20,101,0.5,-15,12,55*,-15,114
COc1ccc(-c2csc(Nc3ncccc3C)n2)cc1,-0.3,-1,9,104,0.7,-154,13,25,-89,185*
O=C(c1ccccc1)[C@@H]1[C@@H](C(=O)c2ccc(F)cc2)[C@@]2(C(=O)Nc3ccccc32)[C@H]2c3ccccc3C=CN12,-0.3,-27,-5,123,0.8,-21,21,22,7,94
Cc1ccc(OCCOCCNC(C)C)c(Br)c1,-0.4,-8,-4,106,1,-16,6,4,-1,100
CC(C)NCc1nnc(-c2ccccc2Cl)o1,-0.1,5,-1,98,1,-5,-6,2,-7,105
Cc1nnc(SCC2=C(C(=O)O)N3C(=O)C(NC(=O)Cn4nc(C)c(Cl)c4C)C3SC2)s1 (centres undefined),-0.4,11,8,94,0.9,-22,-4,13,-1,99
O=C(Nc1ccc(N2CCCC2)c(S(=O)(=O)Nc2cccc(C(F)(F)F)c2)c1)c1cccs1,-0.2,-5,4,104,0.8,-2,-17,19,-9,108
O=C(CSc1nc(O)cc(=O)n1-c1ccccc1)NCc1ccccc1,-0.6,17,-7,91,0.8,-1,-10,20,-3,103
COCC(C)NC(=O)C1CC(c2cccc(Br)c2)=NO1 (centres undefined),-0.3,10,4,96,0.9,3,7,6,-7,106
CCOc1ccccc1-n1c(CNc2ccc(F)cc2)nnc1SCC(=O)NCc1ccco1,-0.3,-3,5,104,1,12,5,-2,2,102
Cn1c(-c2ccccc2)cnc1SCc1nc2ccccc2c(=O)[nH]1,0.2,18,18,89,0.8,-142,-2,22,-37,134*
CCc1[nH]nc2c1C(c1ccsc1)C(C#N)=C(N)O2 (centres undefined),-0.1,2,6,100,0.9,-8,0,7,11,95
Cc1cc([N+](=O)[O-])nn1CC(=O)N1N=C(C(F)F)CC1(O)C(F)F (centres undefined),-0.3,24,1,82,1.1,4,-9,-11,-9,108
COc1ccc(CNC(=O)COC(=O)/C=C/c2cccc(Br)c2)cc1,0.3,2,-4,106,1,-1,7,2,-6,105
Cc1ccc(CN(c2ccc(C(=O)NCc3ccc4c(c3)OCO4)cc2)S(C)(=O)=O)cc1,-0.6,2,6,99,0.9,0,8,13,0,100
C=C(C)CN(CC)c1nc(N)c2c(N)nc3c(c2c1C#N)CC(=O)N3C12CC3CC(CC(C3)C1)C2,-0.5,-11,4,108,0.8,7,-5,20,-8,108
COCC(=O)OCC(=O)Nc1ccccc1-c1ccccc1,-0.1,-7,2,107,0.9,-4,-4,12,-6,104
Cc1nc(CCN2C(=O)c3ccccc3C2=O)n[nH]1,-0.1,3,4,98,0.9,7,-6,6,0,100
Cc1ccc(OCC(=O)NCCN2CCOCC2)cc1C,-0.1,-4,4,104,0.9,-7,10,8,-6,105
COc1ccc(C2C(C(=O)NCCN3CCOCC3)c3ccccc3C(=O)N2C)cc1OC (centres undefined),-0.2,5,-1,98,0.8,-7,1,19,7,93
COc1ccc(C(=O)NNC(=O)c2ccc(C)cc2)cc1S(=O)(=O)N1CCCC1,0.0,-3,6,106,0.9,-12,-2,11,-10,108
C/C(=N\NC(=O)c1cc(C)[nH]n1)c1cccs1,0.1,33,8,75,1,-114,-1,4,-8,106
Cn1cc(SCC(=O)NCc2ccc(F)cc2)c2ccccc21,-0.2,-1,8,102,0.8,5,1,16,10,90
COc1ccc(/C=C2\OC(=O)c3c(OC)cccc32)cc1OC,0.2,5,-6,103,0.8,-101,9,22,-77,169*
S=C(NCc1ccncc1)Nc1ccc(Cl)c(Cl)c1,-0.1,0,4,102,0.8,0,-3,19,4,96
Cc1nn(C)c(C)c1S(=O)(=O)N(CC(=O)Nc1nccs1)c1ccc(C(C)C)cc1,0.1,-6,2,105,0.9,-26,14,11,1,99
O=[N+]([O-])c1cc(-c2n(-c3ccccn3)c3ccccc3[n+]2-c2ccccn2)ccc1Cl,0.0,10,-3,98,0.9,4,5,8,9,92
COc1ccccc1-c1nnc(SCC(=O)O)n1-c1ccccc1,-0.2,-13,6,112,0.9,0,-1,9,-6,104
NC(=O)NC1CCCc2c1[nH]c1ccc(Cl)cc21 (centres undefined),-0.3,5,-18,96,0.8,-35,0,19,4,97
Cc1ccc(NC(=O)CSc2nnc(C)c(=O)n2N)c(C)c1,-0.3,7,20,97,1,-3,-13,4,7,94
Cn1c(=O)c2c(ncn2CC(=O)Nc2ccccc2N2CCOCC2)n(C)c1=O,-0.3,-1,-10,101,1,12,-6,2,1,99
O=C(COC(=O)c1cccs1)NC1CCCCC1,0.4,3,4,99,0.9,-3,2,14,-3,103
CCCCCCN1C2=NCCN2c2ccccc21,0.0,0,-6,98,0.9,12,12,6,4,97
CCc1nc(N)nc(N)c1-c1ccc(Cl)cc1,-0.4,0,26,102,0.9,-9,6,6,-9,108
COCCN1Cc2cccc(C(=O)Nc3ccccc3OC)c2C1=O,-0.2,3,-3,101,0.8,-12,9,21,-1,100
Cc1c(C(=O)N2CCCC2)sc(NC(=O)c2cccs2)c1C#N,-0.2,11,-11,94,0.9,-16,6,15,10,90
CSCCC(C(=O)NCc1cccs1)N1C(=O)c2ccccc2C1=O (centres undefined),-0.3,-6,-4,105,0.8,-12,-4,15,-11,111
CCOc1ccc(NC(=O)c2ccccn2)cc1,-0.9,98*,1,16,0.9,-116,-10,9,59*,46
Cc1ccc2c(C(=O)CN3CCC4(CC3)OCCO4)c(C)[nH]c2c1,-0.3,-1,9,105,1,-7,-4,5,-8,107
COc1ccc(-n2nnc3c(=O)n(Cc4ccccc4C)cnc32)cc1,0.2,16,3,90,1.1,7,0,-6,11,90
O=C(CSc1nnc(CN2CCOCC2)n1-c1ccc(Cl)cc1)N1CCc2ccccc21,0.1,4,nt,99,nt,-13,-7,nt,3,97
CCOc1ccc(S(=O)(=O)n2ccc(C)n2)c2ccccc12,-0.4,2,-13,101,0.9,0,-6,6,-3,103
CC(=O)N(C(C)=O)c1c(C#N)c(C)n(-c2ccccc2)c1C(=O)c1ccccc1,0.1,-18,-2,118,0.9,-17,3,14,-9,108
CC(C)(C)c1ccc(S(=O)(=O)NCCOCC(F)(F)C(F)F)cc1,-0.4,13,6,94,0.9,8,-9,12,8,93
CN(C)/C=C/C(=C\C(=O)C(F)(F)F)Nc1ccc(C(F)(F)F)cc1,-0.1,-6,5,109,0.9,8,-14,7,-12,108
O=C(O)CCC(=O)NC(c1ccccc1)c1ccccc1,-0.5,-2,13,103,1,-16,3,2,12,89
CCOC(=O)N1CCC(=NNC(=O)c2cc3ccccc3cc2O)CC1,0.2,10,25,98,0.7,12,-5,26,3,97
CN(C)S(=O)(=O)c1ccc(C(=O)OCC(=O)c2ccc(OC(F)F)cc2OC(F)F)cc1,-0.2,0,4,104,0.8,6,-8,20,-1,101
Cc1ccc(SCCCn2cncn2)cc1,-0.1,5,4,100,0.9,-5,-5,11,0,100
CC(=O)c1cccc(NC(=O)c2ccc(S(=O)(=O)N3CCCCC3)cc2)c1,-0.2,13,5,92,0.9,-22,14,6,14,90
N#Cc1c(N)nc2c(c1N)CC(CO)O2 (centres undefined),0.2,20,3,89,0.9,7,-5,6,-8,107
C=CC[n+]1c(-c2ccc(OCC)cc2)csc1NNC(=O)Nc1ccccc1,-0.4,20,5,84,0.9,0,13,13,18,86

# Entries of single compounds, quoted from the list.
# CC(=O)c1cccc(NC(=O)c2ccc(S(=O)(=O)N3CCCCC3)cc2)c1 is listed with Hsp70 activator = -0.2; STAT3 blocker = 13; G6PDH counter = 5; STAT3 activator = 92; Diaph act CS = 0.9; APP 5UTR inh = -22; TLR4-MyD88 BLA = 14; Diaph inh CS = 6; STAT1 blocker = 14; STAT1 act = 90
# Cc1ccc(SCCCn2cncn2)cc1 is listed with Hsp70 activator = -0.1; STAT3 blocker = 5; G6PDH counter = 4; STAT3 activator = 100; Diaph act CS = 0.9; APP 5UTR inh = -5; TLR4-MyD88 BLA = -5; Diaph inh CS = 11; STAT1 blocker = 0; STAT1 act = 100

# (next part)
SMILES,Hsp70 activator,STAT3 blocker,G6PDH counter,STAT3 activator,Diaph act CS,APP 5UTR inh,TLR4-MyD88 BLA,Diaph inh CS,STAT1 blocker,STAT1 act
CCOC(=O)c1ccc(N2C(=O)c3n[nH]c(C)c3C2c2ccc(OC)cc2OC)cc1 (centres undefined),-0.3,10,10,95,0.8,-14,1,24,-13,112
O/N=C1/CCCCc2sccc21,-0.1,6,0,99,1.1,-17,-15,-10,0,100
Cn1cc(CCNC(=O)CC2C(=O)NCCN2Cc2cccc(Oc3ccccc3)c2)cn1 (centres undefined),-0.4,1,4,104,1,-4,6,0,-7,107
Cc1ccc(OCC(=O)Nc2ccc(S(=O)(=O)Nc3ccccn3)cc2)cc1C,0.2,18,7,89,1,2,7,-1,9,91
